UDG counter – counter-screen for AID inhibitors: uracil-DNA glycosylase inhibition | FRET deamination/UDG coupled assay, UDG read, 4 h | Potency, µM (doses to about 115 µM), without a hit: at the highest dose activity change, negative = inhibition, usual class: inhibitors | actives 0.14% (n = 91,000) | AID 1347430; further: nearly all actives have a fitted effect of over 65% in size
AID inhibitor – blocks human AID cytidine deaminase activity. Q9GZX7. AID deamination FRET fluorescence, UDG-coupled, 4 h. Potency, µM (highest dose often 115 µM), for inactives: at the top dose activity change, negative = inhibition, hits mostly inhibitors. actives 0.32% (n = 91,000). AID 1347428; further: nearly all actives have a fitted effect of over 25% in size
Target sequence (Q9GZX7 whole entry, looked up): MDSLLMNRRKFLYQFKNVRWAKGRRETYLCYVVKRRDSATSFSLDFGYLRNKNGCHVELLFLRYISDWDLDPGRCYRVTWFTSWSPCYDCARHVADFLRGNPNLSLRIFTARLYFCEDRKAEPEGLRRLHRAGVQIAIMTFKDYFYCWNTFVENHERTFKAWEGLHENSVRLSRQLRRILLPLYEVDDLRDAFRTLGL
Active calls of the source: *; & = joins results of further samples; [ ] = dose if it differs, or a comment. The call rests on the fitted dose curve; in most records, active means well fitted curve in the direction sought with a large enough effect; inconclusive means small, poorly fitted or top-dose-only effect, or another doubt; inactive means no such curve, though single readings can be large; an effect the other way counts as inactive or inconclusive. On the % scale 0 is the no-effect control and ±100 the full control effect; potency means the concentration at half of the fitted maximal effect. Only part of the results is shown. The share of hits here may be higher or lower than overall.

What do the screens show for `COc1ccc(C)cc1NC(=O)N(Cc1ccc(C)o1)C1CCN(C(C)=O)CC1`?
UDG counter: -24.1%; AID inhibitor: -18.1%

Results for Cc1ccc(Cn2c(=O)c3cccnc3n(Cc3ccc(F)cc3)c2=O)cc1 ?
UDG counter: 4.9%; AID inhibitor: -5.8%

What do the screens show for `O=C(NC1CCCC1)c1ccc2c(c1)N(Cc1ccc(F)cc1)C(=O)c1ccccc1S2`?
UDG counter: -1.2%[57.5 µM]; AID inhibitor: -15.6%

How did CC(C)CC(NC(=O)c1ccccc1Cl)C(=O)O (configuration not stated) do in these assays?
UDG counter: 5.9%; AID inhibitor: 2.5%

How did Cc1ccccc1NC(=O)CSc1nnc(COc2ccc(Cl)cc2)o1 do in these assays?
UDG counter: 0.0%; AID inhibitor: -22.2%

What do the screens show for `Cc1c(C(=O)N(C)C)sc2c1c(=O)n(-c1ccc(Cl)c(Cl)c1)c(=O)n2Cc1ccc(F)cc1`?
UDG counter: -0.2%[57.5 µM]; AID inhibitor: 1.7%

Results for CCOc1ccc(NCc2cccn2-c2nnc(N3CCC(C(=O)NCC(C)c4ccccc4)CC3)s2)cc1 (configuration not stated) ?
UDG counter: -19.1%; AID inhibitor: -22.7%

Results for COc1ccc(CNC(=O)c2ccc(CNS(=O)(=O)c3ccc(F)cc3)cc2)cc1 ?
UDG counter: 5.1%[57.5 µM]; AID inhibitor: 5.0%

How did CCCOc1ccc(CN(C(=O)c2nc(SC(C)C)ncc2Cl)C2CCS(=O)(=O)C2)cc1 (configuration not stated) do in these assays?
UDG counter: inconclusive; AID inhibitor: -15.3%

What do the screens show for `CCc1cccc(NC(=O)Cn2c(=O)n(-c3cccc(Cl)c3)c(=O)c3c2c2cc(C)ccc2n3C)c1`?
UDG counter: 2.9%; AID inhibitor: 33.3%[activator]

Results for CCC(C(=O)NCc1ccccc1Cl)n1nc(C)c2sc3ccccc3c2c1=O (configuration not stated) ?
UDG counter: 3.4%; AID inhibitor: 17.7%

How did CCOc1ccc(N2CC(NC(=O)c3ccco3)CC2=O)cc1 (configuration not stated) do in these assays?
UDG counter: -2.8%; AID inhibitor: 8.6%

What do the screens show for `O=C(c1ccc(F)c(F)c1)c1cc2cc(Br)ccc2o1`?
UDG counter: 0.7%; AID inhibitor: 6.1%

Results for CCOC(=O)c1cc(NC(=O)CC2CCCC2)cc(C(=O)OCC)c1 ?
UDG counter: 1.5%; AID inhibitor: -6.6%

Results for CCc1cc(=O)oc2c(C)c(OCC(=O)NCCCN3CCOCC3)ccc12 ?
UDG counter: 2.2%; AID inhibitor: 4.4%

What do the screens show for `Cc1ccc(C)c(N2CCN(C(=O)c3cc4c(=O)n(Cc5ccco5)ccc4nc3C)CC2)c1`?
UDG counter: -7.4%[57.5 µM]; AID inhibitor: inconclusive

How did Cc1ccccc1CNC(=O)C1CCN(c2nnc(C)c3c(C)n(-c4ccccc4)nc23)CC1 do in these assays?
UDG counter: -3.1%; AID inhibitor: -7.2%

How did CC1Cc2cc(S(=O)(=O)NCCC(=O)NCc3cccs3)ccc2N1C(=O)C1CC1 (configuration not stated) do in these assays?
UDG counter: 1.5%; AID inhibitor: -1.9%

How did Cn1cnc2c1c(=O)n(CC(=O)NCc1ccc(OC(F)(F)F)cc1)c(=O)n2C do in these assays?
UDG counter: -10.6%; AID inhibitor: -25.9%

Results for CCc1cccc2c3c([nH]c12)C(CC)(CC(=O)O)OCC3 (configuration not stated) ?
UDG counter: 1.4%; AID inhibitor: -0.1%

Results for COc1ccc(C)c2sc(NC(=O)c3ccc(S(=O)(=O)N(C)C)cc3)nc12 ?
UDG counter: 0.5%; AID inhibitor: -9.6%

What do the screens show for `Cc1nnc(NC(=O)CSc2nccn2-c2cccc(Cl)c2)s1`?
UDG counter: 5.8%; AID inhibitor: 10.7%

Results for COc1ccc(C23CC4CC(C2)CC(c2ccc(OC)c(C(=O)NC(C)C)c2)(C4)C3)cc1C(=O)NC(C)C ?
UDG counter: -1.8%; AID inhibitor: 0.8%

What do the screens show for `COc1ccccc1CNC(=O)CCCc1nnc2n(CC(C)C)c(=O)c3sccc3n12`?
UDG counter: -2.3%; AID inhibitor: -10.5%

Results for O=Cc1cccn1-c1ccccn1 ?
UDG counter: 1.5%; AID inhibitor: 2.3%

What do the screens show for `COc1ccccc1NC(=O)CSc1nnc(-n2nc(C)cc2C)n1N`?
UDG counter: 4.2%; AID inhibitor: 2.2%

How did O=C(Cn1ccn(-c2ccc(F)cc2)c(=O)c1=O)Nc1ccc(F)cc1 do in these assays?
UDG counter: -0.8%; AID inhibitor: -2.1%&2.5%

How did N#Cc1ccccc1COc1ccccc1C(N)=O do in these assays?
UDG counter: 1.9%; AID inhibitor: -1.6%

Results for CCOc1ccc(-n2c(C)nc3cc(C(=O)NCCC4=CCCCC4)ccc32)cc1 ?
UDG counter: 0.1%; AID inhibitor: 0.9%

How did O=C(O)c1cccc(OCc2cccc(Cl)c2)c1 do in these assays?
UDG counter: 5.8%; AID inhibitor: -9.1%

Results for Cc1ccc2[nH]c3c(=O)n(CC(=O)NCCc4ccc(Cl)cc4)ncc3c2c1 ?
UDG counter: 0.0%; AID inhibitor: 3.4%

Results for CC(C)CC(CNC(=O)c1n[nH]c(=O)c2ccccc12)N1CCOCC1 (configuration not stated) ?
UDG counter: 8.6%; AID inhibitor: 5.0%

What do the screens show for `Nc1nccnc1C(=O)NCc1ccc(N2CCCCC2)nc1`?
UDG counter: -6.5%; AID inhibitor: -1.7%

How did Cc1nc(-c2ccccc2Cl)sc1C(=O)N[C@@H](C)C(=O)O do in these assays?
UDG counter: 4.9%; AID inhibitor: 3.2%

How did CC(=O)c1ccc(NC(=O)CCc2c(C)nn(-c3ccc4nncn4n3)c2C)cc1 do in these assays?
UDG counter: 0.7%; AID inhibitor: 0.9%

What do the screens show for `N#Cc1nc(-c2ccc(S(=O)(=O)N3CCCC3)cc2)oc1N1CCN(c2ccccc2)CC1`?
UDG counter: 3.7%; AID inhibitor: 0.5%

What do the screens show for `C=C(C)COc1ccc(Cl)cc1C(N)=O`?
UDG counter: 5.7%; AID inhibitor: 7.3%

Results for Cc1ccc(C)c(S(=O)(=O)Nc2ccc3nc(C)sc3c2)c1 ?
UDG counter: 3.5%; AID inhibitor: -0.7%

Results for CSc1ccccc1NC(=O)c1ccc(CSc2ccccc2)cc1 ?
UDG counter: -14.7%; AID inhibitor: -5.4%

How did CCOC(=O)c1c[nH]c2cc(Br)c(Br)cc12 do in these assays?
UDG counter: -4.3%; AID inhibitor: -2.8%

Structural class, those above with a cyano group
How did N#Cc1ccccc1COc1ccccc1C(N)=O do in these assays?
UDG counter: 1.9%; AID inhibitor: -1.6%

What do the screens show for `N#Cc1nc(-c2ccc(S(=O)(=O)N3CCCC3)cc2)oc1N1CCN(c2ccccc2)CC1`?
UDG counter: 3.7%; AID inhibitor: 0.5%

Following part
Results for Cc1cn2c(=O)cc(COC(=O)c3cccc(NC(=O)COc4ccccc4)c3)nc2s1 ?
UDG counter: -7.9%; AID inhibitor: -1.3%

Results for COc1cc(NC(=O)Cn2cnc3sc(C)c(S(=O)(=O)N4CCC(C)CC4)c3c2=O)cc(OC)c1OC ?
UDG counter: -7.2%; AID inhibitor: -18.8%

What do the screens show for `CCn1c(=O)c(=O)[nH]c2cc(C(=O)N3CCN(C(=O)C4CC4)CC3)ccc21`?
UDG counter: 4.3%; AID inhibitor: 58.1%[activator]

What do the screens show for `CCc1cc(CC)n(-c2nc3c(c(=O)[nH]c(=O)n3C)n2Cc2ccccc2)n1`?
UDG counter: -7.4%; AID inhibitor: 3.1%

Results for COc1cccc(NC(=O)c2oc3ccc(S(=O)(=O)N4CCCCCC4)cc3c2C)c1 ?
UDG counter: -6.5%; AID inhibitor: 0.5%

What do the screens show for `CCCCNC(=O)CN1CCN(c2ccc(NS(=O)(=O)c3cccs3)cc2C(=O)O)CC1`?
UDG counter: 4.4%; AID inhibitor: 39.0%[activator]

Results for CSc1cccc(Nc2nc(N)c(C(=O)c3cccc(Br)c3)s2)c1 ?
UDG counter: 35.1%[activator]; AID inhibitor: 1.3%

How did COc1ccccc1CNC(=O)c1sc(NCC(C)C)nc1C do in these assays?
UDG counter: -5.7%; AID inhibitor: 2.2%

What do the screens show for `Cc1cc(C)c(S(=O)(=O)Nc2ccc3oc4c(c3c2)CCCC4)cc1C`?
UDG counter: -14.4%[57.5 µM]; AID inhibitor: 8.3%[57.5 µM]

What do the screens show for `CN1C(=O)C2(c3ccccc31)N(c1ccc(Br)cc1)C(=O)CS2(=O)=O` (configuration not stated)?
UDG counter: 9.6%; AID inhibitor: 11.6%

How did O=C(NCc1cccc(Cl)c1)c1c2c(nc3ccccc13)C(=O)N(C1CCCCC1)C2 do in these assays?
UDG counter: 32.7%[activator]; AID inhibitor: 11.9%

How did CC(C)CC(NS(=O)(=O)c1ccc2c(c1)oc(=O)n2C)C(=O)NCCc1ccc(Cl)cc1 (configuration not stated) do in these assays?
UDG counter: -0.7%; AID inhibitor: 2.3%

How did Cc1cccc(-c2nc(-c3ccc(Br)cc3)no2)c1 do in these assays?
UDG counter: 4.8%; AID inhibitor: -3.2%

Results for CC(C)(C)c1ccc(C(=O)NCC(=O)NC2CCCC2)cc1 ?
UDG counter: 5.7%; AID inhibitor: -6.0%

What do the screens show for `CCOc1ccc(NC(=O)C(=O)NCCc2csc(-c3ccc(C)cc3)n2)cc1`?
UDG counter: 6.6%[57.5 µM]; AID inhibitor: 4.0%

Results for Cc1nn(C(=O)c2cccc([N+](=O)[O-])c2C)c(C)c1S(=O)(=O)N1CCOCC1 ?
UDG counter: 3.6%; AID inhibitor: 4.6%

How did COc1cccc(N2CC(NC(=O)c3cc4ccccc4o3)CC2=O)c1 (configuration not stated) do in these assays?
UDG counter: -7.6%; AID inhibitor: -5.8%

What do the screens show for `COc1ccc(C(=O)NCCc2sc(-c3ccc(F)cc3)nc2C)cc1OC`?
UDG counter: 1.6%; AID inhibitor: -29.4%

How did Cc1nn(C(=O)c2ccc(Cl)cc2)c(C)c1S(=O)(=O)N1CCOCC1 do in these assays?
UDG counter: 3.2%; AID inhibitor: 19.8%

How did Cc1c(-c2nc(-c3ccccc3F)no2)nnn1-c1cc(F)ccc1F do in these assays?
UDG counter: -23.7%; AID inhibitor: 2.0%

How did CCC1Oc2ccccc2N(CC(=O)NCc2ccc(C)cc2)C1=O (configuration not stated) do in these assays?
UDG counter: 1.5%; AID inhibitor: -0.3%

Results for CCCn1c(SCc2nc(-c3ccccc3C)no2)nnc1-c1ccc(Cl)cc1 ?
UDG counter: -10.1%; AID inhibitor: inconclusive

Results for COc1cccc(N2CCN(C(=O)CCNS(=O)(=O)c3ccc4[nH]c(=O)ccc4c3)CC2)c1 ?
UDG counter: -19.1%; AID inhibitor: -4.8%

What do the screens show for `Cc1nc2ccc(CO)cc2s1`?
UDG counter: -4.3%; AID inhibitor: -2.9%

Results for Cc1nc(NC(C)C)sc1C(=O)Nc1ccccc1 ?
UDG counter: -3.3%; AID inhibitor: 6.5%

What do the screens show for `CC(C)OCCCNC(=O)CN1C(=O)CSc2ccc(S(=O)(=O)N3CCCCC3)cc21`?
UDG counter: -10.9%; AID inhibitor: -5.4%

Results for O=C(/C=C/c1cccc(O)c1)c1ccc(-c2cccs2)cc1 ?
UDG counter: -3.2%; AID inhibitor: -7.2%

What do the screens show for `O=C(NCCc1ccccn1)c1cccc(Cl)c1`?
UDG counter: -3.8%; AID inhibitor: -4.0%

What do the screens show for `Cc1nn(C)c(C)c1S(=O)(=O)N(CC(=O)NCCc1ccccc1)c1ccc(C(C)C)cc1`?
UDG counter: 4.5%; AID inhibitor: -17.2%

How did Cc1ccc(NC(=O)CSc2nc3c(oc4ccccc43)c(=O)n2-c2ccc(F)cc2)c(C)c1 do in these assays?
UDG counter: -8.7%; AID inhibitor: -19.5%

How did Cc1ccc(N2CC3=C(C2=O)C(c2ccc(Br)cc2)NC(=O)N3C)cc1 (configuration not stated) do in these assays?
UDG counter: 1.3%; AID inhibitor: -18.4%

How did N#Cc1ccc(COC(=O)c2ccc[nH]2)cc1 do in these assays?
UDG counter: 10.6%; AID inhibitor: 4.5%

What do the screens show for `CNC(=O)C(C#N)(Cc1cccc2ccccc12)Cc1cccc2ccccc12`?
UDG counter: -6.9%; AID inhibitor: -19.2%

What do the screens show for `CC1CCC(=NNC(=O)C2CC2)CC1` (configuration not stated)?
UDG counter: -7.6%; AID inhibitor: -8.0%

Results for COc1cc(CN2CCN(S(=O)(=O)c3ccccc3)CC2)cc(OC)c1O ?
UDG counter: -8.2%[57.5 µM]; AID inhibitor: 8.3%[57.5 µM]

4 compounds drawn at random from the list so far:
What do the screens show for `O=C(NCCc1ccccn1)c1cccc(Cl)c1`?
UDG counter: -3.8%; AID inhibitor: -4.0%

Results for CCCn1c(SCc2nc(-c3ccccc3C)no2)nnc1-c1ccc(Cl)cc1 ?
UDG counter: -10.1%; AID inhibitor: inconclusive

How did N#Cc1ccc(COC(=O)c2ccc[nH]2)cc1 do in these assays?
UDG counter: 10.6%; AID inhibitor: 4.5%

Results for COc1cc(CN2CCN(S(=O)(=O)c3ccccc3)CC2)cc(OC)c1O ?
UDG counter: -8.2%[57.5 µM]; AID inhibitor: 8.3%[57.5 µM]
